Screening results as filed in PubChem BioAssay.
POLH inh – qHTS for Inhibitors of Polymerase Eta; DNA polymerase eta (Homo sapiens), Q9Y253; recombinant Pol eta, fluorescent DNA replication assay; Potency, µM (top dose mostly 114 µM), without a hit: top-dose activity change, negative = inhibition, most hits filed as inhibitors; 390,000 compounds, 1.2% hits; further: potency means the concentration at half of the fitted maximal effect; on the % scale 0 is the no-effect control and ±100 the full control effect
Target sequence (Q9Y253 whole entry, looked up): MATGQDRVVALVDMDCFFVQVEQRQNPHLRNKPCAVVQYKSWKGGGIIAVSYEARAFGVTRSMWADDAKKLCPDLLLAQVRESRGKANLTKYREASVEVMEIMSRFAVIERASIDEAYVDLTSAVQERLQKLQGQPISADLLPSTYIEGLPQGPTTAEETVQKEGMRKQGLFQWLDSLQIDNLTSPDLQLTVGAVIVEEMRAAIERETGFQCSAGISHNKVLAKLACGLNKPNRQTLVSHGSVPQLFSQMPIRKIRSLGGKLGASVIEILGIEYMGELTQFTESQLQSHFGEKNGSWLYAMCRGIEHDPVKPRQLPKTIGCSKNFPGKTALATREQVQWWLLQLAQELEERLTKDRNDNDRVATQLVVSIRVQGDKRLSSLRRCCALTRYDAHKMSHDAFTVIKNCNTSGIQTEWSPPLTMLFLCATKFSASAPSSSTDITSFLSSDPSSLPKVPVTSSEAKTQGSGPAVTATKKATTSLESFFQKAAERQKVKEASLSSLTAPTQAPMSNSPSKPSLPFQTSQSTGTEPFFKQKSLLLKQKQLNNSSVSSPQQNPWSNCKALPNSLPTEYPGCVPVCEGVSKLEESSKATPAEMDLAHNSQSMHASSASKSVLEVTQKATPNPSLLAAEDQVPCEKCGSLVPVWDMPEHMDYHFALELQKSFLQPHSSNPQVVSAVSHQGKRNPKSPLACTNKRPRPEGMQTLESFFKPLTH
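Pol eta at 10 nM preincubated with compounds 15 min at room temperature; reaction started with fluorescent substrate (50 nM final) and read kinetically at 0 and 10 min.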
Pol kappa inh – qHTS for Inhibitors of Polymerase Kappa; DNA polymerase kappa (Homo sapiens), Q9UBT6; Potency, µM (highest dose often 107 µM), without a hit: top-dose activity, negative = inhibition, hits mostly inhibitors; 400,000 compounds, 0.53% hits; purified Pol kappa, fluorescent DNA synthesis assay, 10 min; further: potency means the concentration at half of the fitted maximal effect; on the % scale 0 is the no-effect control and ±100 the full control effect
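50 nM final substrate added after 15 min RT preincubation of 10 nM Pol kappa with compound; fluorescence read at 0 and 10 min.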
Glioma ERSR ind – qHTS for Inducers of the Endoplasmic Reticulum Stress Response (ERSR) in Human Glioma: qHTS; AID 602332, 2012; Potency, µM, without a hit: top-dose activation, actives largely listed as activators; 420,000 compounds, 0.02% hits; U87-MG GRP78 promoter luciferase reporter, 16 h; further: potency means the concentration at half of the fitted maximal effect; series mostly up to about 76 µM; % of control where 0% means no effect; nearly all actives have a fitted effect of over 35% in size
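ERSR induction read as luciferase luminescence (Bright-Glo, 10 min at room temperature) in stably transfected human U87-MG glioma cells exposed to compounds for 16 h, using GRP78 as sensor.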
Apoferritin bind – qHTS Assay for Identification of Novel General Anesthetics. apoferritin/1-aminoanthracene competitive binding, fluorescence. Potency, µM (doses to about 77.5 µM), inactives show at the highest dose activity change, negative = displacement, usual class: inhibitors. 350,000 compounds, 0.074% hits. AID 485281, 2010; further: potency means the concentration at half of the fitted maximal effect; on the % scale 0 is the no-effect control and ±100 the full control effect; nearly all actives have a fitted effect of over 20% in size
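Apoferritin-based anesthetic binding model; compound displacement of fluorescent 1-AMA measured as endpoint fluorescence after 10 minutes at room temperature, scaled to free-ligand and complex controls.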
Pol iota inh – qHTS for Inhibitors of Polymerase Iota | DNA polymerase iota (Homo sapiens), Q9UNA4 | Pol iota fluorescent replication assay, 10 min | Potency, µM (series often up to 115 µM), for the others: at the top dose activity, negative = inhibition, hits mostly inhibitors | 390,000 compounds, 1% hits; further: potency means the concentration at half of the fitted maximal effect
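Pol iota at 10 nM preincubated 15 min with compounds at room temperature; reaction started with fluorescent substrate, 50 nM final. Fluorescence read kinetically at 0 and 10 min; buffer-only wells as negative control.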
LDHA inh – qHTS assay for inhibitors of human lactate dehydrogenase. AID 1347041, 2019. activity change, % (values are at about 110 or 230 µM). 480,000 compounds, 0.15% hits. purified LDHA, NADH/diaphorase-resazurin fluorescence; hits give low values; in the data active means activity change below about -30%; inconclusive means mostly about -25% to -30%;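 further: plate controls were DMSO wells for no effect and wells without enzyme for full effect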
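Remaining NADH was detected by diaphorase (0.133 mg/mL) converting 37 µM resazurin to fluorescent resorufin, read at 0 and 20 minutes. The preceding 5-minute room-temperature reaction used 2 nM LDHA, 0.2 mM sodium pyruvate and 0.06 mM NADH at pH 7.4.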
APE1 inh – qHTS Assay for Inhibitors of the Human Apurinic/apyrimidinic Endonuclease 1 (APE1). recombinant APE1, TAMRA/BHQ-2 abasic DNA cleavage fluorescence. Potency, µM (titrated, usually from 65.8 µM), for inactives: top-dose activity change, negative = inhibition, usual class: inhibitors. 350,000 compounds, 0.35% hits. AID 2517, 2012;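 further: potency means the concentration at half of the fitted maximal effect; plate controls were vehicle for no effect and reference inhibitor for full effect; nearly all actives have a fitted effect of over 55% in size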
Target sequence (P27695 whole entry, looked up): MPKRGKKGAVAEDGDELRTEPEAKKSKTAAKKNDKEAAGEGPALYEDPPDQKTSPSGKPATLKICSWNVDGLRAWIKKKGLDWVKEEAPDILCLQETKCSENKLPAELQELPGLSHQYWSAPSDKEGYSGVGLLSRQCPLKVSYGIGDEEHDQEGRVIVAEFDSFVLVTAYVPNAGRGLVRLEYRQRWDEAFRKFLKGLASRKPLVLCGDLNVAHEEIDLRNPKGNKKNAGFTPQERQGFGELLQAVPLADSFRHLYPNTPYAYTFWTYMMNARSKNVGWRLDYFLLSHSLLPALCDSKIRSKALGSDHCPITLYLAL
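APE1 at 0.75 nM preincubated 15 min at room temperature with compound. Reaction then started with 50 nM double-stranded THF-abasic substrate labelled with TAMRA/BHQ-2, and 525/598 nm fluorescence read kinetically. Activity taken as third-minus-first read difference, normalized to DMSO and NSC13755 controls.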
POLB inh – qHTS Assay for Inhibitors of DNA Polymerase Beta | Pol beta primer extension/strand displacement, fluorescence kinetic | P06746 | 340,000 compounds, 1.3% hits | Potency, µM (top dose mostly 114 µM), for inactives: at the top dose activity change, negative = inhibition, hits mostly inhibitors; further: potency means the concentration at half of the fitted maximal effect; on the % scale 0 is the no-effect control and ±100 the full control effect
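Human Pol beta at 10 nM; strand-displacement substrate 50 nM final. Compound exposure 15 min at room temperature before start, reaction 10 min at room temperature.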
BLM inh – qHTS Assay for Inhibitors of Bloom's syndrome helicase (BLM). recombinant BLM DNA unwinding, fluorescence dequenching. Potency, µM (doses to about 56.1 µM), for the others: at the top dose activity change, negative = inhibition, actives largely listed as inhibitors. RecQ-like DNA helicase BLM (Homo sapiens), P54132. 350,000 compounds, 0.2% hits. AID 2528, 2010;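 further: potency means the concentration at half of the fitted maximal effect; plate controls were vehicle for no effect and no enzyme for full effect; nearly all actives have a fitted effect of over 35% in size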
Numbers without * were called inactive; & = joins results of further samples; [ ] = another dose, or the depositor's remark. Unless noted, the call rests on the fitted dose curve; in most records, active means well fitted curve in the direction sought with a large enough effect; inconclusive means small, poorly fitted or top-dose-only effect, or another doubt; inactive means no such curve, though single readings can be large; an effect the other way counts as inactive or inconclusive. These rows are one share of the data (hit frequency here may not be typical).

How did Cc1cc(Cl)c(S(=O)(=O)N2CCN(c3ccccc3)CC2)cc1OCC(N)=O do in these assays?
POLH inh: 0%; Pol kappa inh: -5%; Glioma ERSR ind: -3%; Apoferritin bind: -10%; Pol iota inh: inconclusive; LDHA inh: -4; APE1 inh: 12%; POLB inh: -26%; BLM inh: 3%

How did CN(C1CCCCC1)S(=O)(=O)c1ccc(C(=O)Nc2sc3c(c2C(N)=O)CC(C)(C)NC3(C)C)cc1 do in these assays?
POLH inh: -19%&0%; Pol kappa inh: -7%; Glioma ERSR ind: -7%&-6%; Apoferritin bind: 7%&-3%; Pol iota inh: 17%&-13%; LDHA inh: -8&2; APE1 inh: 37%; POLB inh: 37%&-12%; BLM inh: -8%&-11%

What do the screens show for `O=C(c1cccc(S(=O)(=O)N2CCCC2)c1)N1CCN(c2ncccn2)CC1`?
POLH inh: -20%; Pol kappa inh: -11%; Glioma ERSR ind: -2%; Apoferritin bind: 7%; Pol iota inh: 138%[activator]; LDHA inh: -7; APE1 inh: 2%; POLB inh: 2%; BLM inh: -11%

What do the screens show for `CN1CCN(C(=O)CNC(=O)Cc2ccc(Cl)cc2)CC1`?
POLH inh: 2%; Pol kappa inh: -11%; Glioma ERSR ind: -2%; Apoferritin bind: -5%; Pol iota inh: 16%; LDHA inh: -11; APE1 inh: 10%; POLB inh: 0%; BLM inh: -5%

How did CCOc1ccc(S(=O)(=O)NCCc2csc3nc(-c4cccc(C)c4)nn23)cc1 do in these assays?
POLH inh: -10%; Pol kappa inh: -7%[60.1 µM]; Glioma ERSR ind: -3%; Apoferritin bind: -8%; Pol iota inh: 24%; LDHA inh: -6; POLB inh: 0%; BLM inh: -1%

What do the screens show for `O=C(CN1CCCC1)Nc1ccccc1Cl`?
POLH inh: -17%; Pol kappa inh: -13%; Glioma ERSR ind: -6%; Apoferritin bind: -4%; Pol iota inh: -6%; LDHA inh: -6; APE1 inh: 1%; POLB inh: -24%; BLM inh: 1%

How did CC(O)CNc1cnccn1 (stereo unspecified) do in these assays?
POLH inh: -6%; Pol kappa inh: 4%; Glioma ERSR ind: 0%; Apoferritin bind: 3%; Pol iota inh: 32%[activator]; LDHA inh: -3; APE1 inh: -5%; POLB inh: 1%; BLM inh: -4%

Results for CCC(Sc1nc2ncccc2[nH]1)C(=O)N1CCOCC1 (stereo unspecified) ?
POLH inh: -22%; Pol kappa inh: -20%; Glioma ERSR ind: -3%; Apoferritin bind: -6%; Pol iota inh: 10%; LDHA inh: -5; APE1 inh: 29%; POLB inh: 0%; BLM inh: -1%

What do the screens show for `CCNc1oc(-c2ccc(COc3ccc(Cl)cc3)o2)nc1C#N`?
POLH inh: -16%; Pol kappa inh: -2%; Glioma ERSR ind: -5%; Apoferritin bind: -3%; Pol iota inh: 22%; LDHA inh: -13; POLB inh: 3%; BLM inh: -2%

How did O=C(c1ccccc1S(=O)(=O)NCc1ccccc1)N1CCCC1 do in these assays?
POLH inh: -21%; Pol kappa inh: 3%; Glioma ERSR ind: 3%; Apoferritin bind: 1%; Pol iota inh: 23%; LDHA inh: -1; APE1 inh: 1%; POLB inh: 4%; BLM inh: 0%

Results for Cc1c(C(=O)N2CCc3ccccc3C2)oc2ccc(S(=O)(=O)N3CC(C)CC(C)C3)cc12 (stereo unspecified) ?
POLH inh: -15%; Pol kappa inh: -9%; Glioma ERSR ind: 1%; Apoferritin bind: -5%; Pol iota inh: -6%; LDHA inh: -6; APE1 inh: -6%; POLB inh: 36%; BLM inh: -10%

Results for CCOCCCN(C)C1CCN(C(=O)c2oc3ccccc3c2NC(=O)COc2cccc(C)c2)CC1 ?
POLH inh: -15%; Pol kappa inh: 2%; Glioma ERSR ind: -6%; Apoferritin bind: -24%; Pol iota inh: 3%; LDHA inh: 3; APE1 inh: -8%; POLB inh: -3%; BLM inh: -10%

Results for COC(=O)c1c(NC(=O)c2ccc(S(=O)(=O)N3CCC(C)CC3)cc2)sc2c1CCN(C)C2 ?
POLH inh: 4%; Pol kappa inh: -7%[60.1 µM]; Glioma ERSR ind: 0%; Apoferritin bind: inconclusive; Pol iota inh: 1%; LDHA inh: -12; POLB inh: 12%; BLM inh: -2%

What do the screens show for `O=C(CCCCl)NC(=S)Nc1ccc(N2CCOCC2)cc1`?
POLH inh: -20%; Pol kappa inh: -3%; Glioma ERSR ind: 3%; Apoferritin bind: -8%; Pol iota inh: 4%; LDHA inh: 0; APE1 inh: -4%; POLB inh: 20%; BLM inh: -6%

What do the screens show for `Cc1c(C(=O)N2CCN(c3ccc([N+](=O)[O-])cc3)CC2)oc2ccccc12`?
POLH inh: -21%; Pol kappa inh: -2%; Glioma ERSR ind: -2%; Pol iota inh: -6%; LDHA inh: 2; APE1 inh: 1%

Results for CCCCNc1ccc2c(c1)C1CC2CCN1C(=O)OCc1ccccc1 (stereo unspecified) ?
POLH inh: -21%; Pol kappa inh: -13%; Glioma ERSR ind: 9%; Pol iota inh: -7%; LDHA inh: 2

What do the screens show for `CCS(=O)(=O)c1ccc2c(c1)N(S(=O)(=O)c1ccc(C)cc1)CC(C(=O)O)O2` (stereo unspecified)?
POLH inh: -14%; Pol kappa inh: 3%; Glioma ERSR ind: -2%; Apoferritin bind: -2%; Pol iota inh: 25%; LDHA inh: -3; APE1 inh: -4%; POLB inh: 3%; BLM inh: -1%

What do the screens show for `CSCC[C@H](NC(=O)c1ccc(NC[C@@H](N)CS)cc1-c1ccccc1)C(=O)O`?
Pol kappa inh: -10%[60.1 µM]; Glioma ERSR ind: 2%; Apoferritin bind: -13%; APE1 inh: -3%; BLM inh: 2%

What do the screens show for `CCCCn1c(=S)[nH]c2ccccc2c1=O`?
POLH inh: -20%; Pol kappa inh: -6%; Glioma ERSR ind: -3%; Apoferritin bind: -11%; Pol iota inh: 16%; LDHA inh: -2; APE1 inh: -1%; POLB inh: 19%; BLM inh: -2%

Results for O=C(NCc1ccco1)c1ccc(Cn2c(SCc3ccccc3)nc3cccnc32)cc1 ?
POLH inh: -4%; Pol kappa inh: -8%; Glioma ERSR ind: -1%; Apoferritin bind: -1%; Pol iota inh: -13%; LDHA inh: -2; POLB inh: 36%; BLM inh: -4%

The final 2 records of the section before come first, to join the parts.
What do the screens show for `CCCCn1c(=S)[nH]c2ccccc2c1=O`?
POLH inh: -20%; Pol kappa inh: -6%; Glioma ERSR ind: -3%; Apoferritin bind: -11%; Pol iota inh: 16%; LDHA inh: -2; APE1 inh: -1%; POLB inh: 19%; BLM inh: -2%

Results for O=C(NCc1ccco1)c1ccc(Cn2c(SCc3ccccc3)nc3cccnc32)cc1 ?
POLH inh: -4%; Pol kappa inh: -8%; Glioma ERSR ind: -1%; Apoferritin bind: -1%; Pol iota inh: -13%; LDHA inh: -2; POLB inh: 36%; BLM inh: -4%

What do the screens show for `COc1ccc(S(=O)(=O)Nc2cccc(-c3ccc(N4CCCCCC4)nn3)c2)cc1F`?
POLH inh: -11%; Pol kappa inh: -13%[60.1 µM]; Glioma ERSR ind: 4%; Apoferritin bind: -14%; Pol iota inh: 10%; LDHA inh: -1; POLB inh: -2%; BLM inh: -10%

Results for COCC(=O)Nc1ccc([N+](=O)[O-])cc1OC ?
POLH inh: -22%; Pol kappa inh: 2%; Glioma ERSR ind: -4%; Apoferritin bind: 3%; Pol iota inh: 27%; LDHA inh: 0; APE1 inh: 1%; POLB inh: 0%; BLM inh: 0%

Results for O=C(NCCO)c1cc([N+](=O)[O-])cc2c1C=Cc1ccccc1O2 ?
POLH inh: -6%; Pol kappa inh: -2%; Glioma ERSR ind: 4%; Apoferritin bind: -11%; Pol iota inh: 127%[activator]; LDHA inh: -8; APE1 inh: -1%; POLB inh: 0%; BLM inh: -1%

Results for COc1ccc2c(CC(=O)N3CCc4ccccc43)coc2c1 ?
POLH inh: -2%; Pol kappa inh: -24%; Glioma ERSR ind: 3%; Apoferritin bind: -23%; Pol iota inh: 7%; LDHA inh: -6; APE1 inh: -10%; POLB inh: 0%; BLM inh: -7%

How did COc1ccc(S(=O)(=O)NC(N)=NCCc2ccc(OC)c(OC)c2)cc1 do in these assays?
Apoferritin bind: 1%; APE1 inh: inconclusive; POLB inh: -4%; BLM inh: -2%

What do the screens show for `C=CCNC(=O)c1c(CSc2ccc(F)cc2)noc1C(=O)NCCC`?
POLH inh: -24%; Pol kappa inh: 5%; Glioma ERSR ind: -2%; Pol iota inh: 25%; LDHA inh: -6; APE1 inh: 15%

What do the screens show for `CCc1ccc(NC(=O)CSC2=Nc3ccccc3C3=NC(CCC(=O)NCc4cccs4)C(=O)N23)cc1` (stereo unspecified)?
POLH inh: -4%; Pol kappa inh: 1%[60.1 µM]; Glioma ERSR ind: -2%; Apoferritin bind: inconclusive; Pol iota inh: -3%; LDHA inh: -6; POLB inh: 1%; BLM inh: -2%

Results for COc1ccc(/C=C2\SC(=Nc3ccccc3)NC2=O)cc1 ?
Apoferritin bind: -10%; APE1 inh: -18%; POLB inh: 0%; BLM inh: -5%

Results for CCN(CC(=O)Nc1ccc(NC(C)=O)cc1)CC(=O)Nc1ccc(F)c(Cl)c1 ?
POLH inh: -6%; Pol kappa inh: -18%; Glioma ERSR ind: -5%; Apoferritin bind: -6%; Pol iota inh: 15%; LDHA inh: -6; APE1 inh: -3%; POLB inh: 1%; BLM inh: 0%

Results for Cc1[nH]c(C)c(S(=O)(=O)N2CCc3ccccc32)c1C(=O)N1CCCCC1 ?
POLH inh: -22%; Pol kappa inh: -3%; Glioma ERSR ind: -3%; Apoferritin bind: -9%; Pol iota inh: 59%[activator]; LDHA inh: 0; APE1 inh: 44%; POLB inh: 26%; BLM inh: -4%

What do the screens show for `COc1cccc(C(=O)NCc2n[nH]c(=S)n2-c2cccc(C)c2)c1`?
POLH inh: 0%; Pol kappa inh: -10%; Glioma ERSR ind: 2%; Apoferritin bind: -11%; Pol iota inh: 7%; LDHA inh: -10; APE1 inh: -5%; POLB inh: -2%; BLM inh: 0%
